# SENP7 block – SENP7 protease inhibition; Q9BQF6; inhibition, % at 5 µM; recombinant SENP7, Z-RLRGG-aminoluciferin luminescence, 40 min; AID 434973; hit rate 1.5% among 330,000;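 active = inhibition above about 50% at the single test dose, limit read from the data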;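 note: plate controls were DMSO with enzyme for no effect and no enzyme buffer wells for full effect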
# SENP8 block-1 – inhibitors of human SENP8 protease; Q96LD8; AID 602440; inhibition, % at 20 µM; hit rate 0.64% among 360,000; recombinant SENP8, Nedd8 substrate fluorescence; in the data active = inhibition mostly above about 40%, no sharp cut-off; inactive = mostly below about 27%
# A3G deaminase – inhibitors of human APOBEC3G DNA deaminase; inhibition, % at 20 µM; Q9HC16; recombinant A3G, ssDNA deamination FAM/TAMRA fluorescence; hit rate 0.28% among 330,000; AID 493012;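 active = inhibition of at least 40% at 20 µM, with no more than 30% in the related APOBEC3A deaminase screen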;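 note: plate controls were DMSO wells with A3G for no effect and wells lacking A3G enzyme for full effect; some compounds called inactive have numbers as strong as hits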
# Target sequence (Q9HC16 whole entry, looked up): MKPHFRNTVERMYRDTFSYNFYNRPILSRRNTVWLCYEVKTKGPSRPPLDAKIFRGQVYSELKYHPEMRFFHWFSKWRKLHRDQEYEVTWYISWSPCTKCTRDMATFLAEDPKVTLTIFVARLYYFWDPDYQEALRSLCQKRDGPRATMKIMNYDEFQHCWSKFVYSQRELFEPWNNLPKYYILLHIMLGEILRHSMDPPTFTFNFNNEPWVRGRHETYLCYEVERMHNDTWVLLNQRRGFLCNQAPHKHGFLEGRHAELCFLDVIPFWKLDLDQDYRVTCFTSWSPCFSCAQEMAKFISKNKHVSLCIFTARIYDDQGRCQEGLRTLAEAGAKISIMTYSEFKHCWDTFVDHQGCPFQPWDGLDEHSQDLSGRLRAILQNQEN
# SENP8 block-2 – blocks the human protease SENP8; AID 2540; purified SENP8, Z-RLRGG-aminoluciferin cleavage, luminescence; hit rate 1.2% among 330,000; inhibition, % at 10 µM; in the data active = inhibition above about 50%
# SENP1 FRET inh – inhibitors of human SENP1 SUMO protease catalytic domain | AID 624204 | recombinant SENP1 catalytic domain, CyPet-SUMO1-YPet FRET cleavage | hit rate 0.21% among 360,000 | Q9P0U3 | inhibition, % at 10 µM;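 active = inhibition at least 30% at 10 µM, raw YFP signal under a set limit, fluorescence ratio 0.5 to 1.5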;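 note: 0% = enzyme with DMSO and 100% = no enzyme wells; some results filed as inactive read as strong as hits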
#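 Test system: human SENP1 catalytic domain; medium: Tris pH 8 buffer plus EDTA, NaCl, BME, BSA, NP40, catalase; incubation: 50 min reaction at room temperature; technique: FRET, CFP and YFP emission; controls: no-enzyme low control and enzyme-plus-DMSO high control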
# SENP6 inh – SENP6 protease inhibition. Q9GZR1. Recombinant SENP6 catalytic domain, aminoluciferin luminescence. inhibition, % at 10 µM. hit rate 1.8% among 330,000. AID 2599;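 active = inhibition above about 50% at the single tested dose, limit read from the data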;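 note: plate controls were DMSO wells with enzyme for no effect and DMSO wells lacking enzyme for full effect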
# Target sequence (Q9GZR1 628-1112 limits assumed): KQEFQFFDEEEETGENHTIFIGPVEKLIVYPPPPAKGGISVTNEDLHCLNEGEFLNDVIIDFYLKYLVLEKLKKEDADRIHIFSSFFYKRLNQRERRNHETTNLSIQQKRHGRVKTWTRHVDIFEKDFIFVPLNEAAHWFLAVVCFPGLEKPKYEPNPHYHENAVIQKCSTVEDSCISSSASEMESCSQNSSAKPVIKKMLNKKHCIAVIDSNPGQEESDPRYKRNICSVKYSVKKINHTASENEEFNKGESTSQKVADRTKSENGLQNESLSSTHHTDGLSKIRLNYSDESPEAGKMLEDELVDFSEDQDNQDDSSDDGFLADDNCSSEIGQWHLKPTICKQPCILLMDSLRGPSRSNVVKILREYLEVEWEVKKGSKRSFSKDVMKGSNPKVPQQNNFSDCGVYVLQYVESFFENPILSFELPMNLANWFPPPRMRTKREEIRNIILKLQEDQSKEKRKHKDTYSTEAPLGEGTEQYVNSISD
# Apaf1 inhib – human Apaf-1 inhibition; AID 489030; O14727; hit rate 0.71% among 330,000; inhibition, % at 20 µM; reconstituted apoptosome caspase-3 activity, DEVD-Rh110 fluorescence; active = inhibition of at least 40% at 20 µM;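 note: plate controls were DMSO wells for no effect and DEVD-CHO caspase inhibitor wells for full effect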
#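 Material: biochemical Apaf-1 apoptosome reconstitution. Medium: Hepes buffer, pH 7.5. Also added: cytochrome c activation, bis-DEVD rhodamine 110 substrate. Timing: 30 min compound preincubation, 50 min activation, room temperature. Measured by: rhodamine 110 fluorescence at Ex 480/Em 540 nm.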
# UBC13 inh – inhibitors of human UBC13 polyubiquitin chain formation; P61088; TR-FRET; inhibition, % at 20 µM; hit rate 0.47% among 330,000; in the data active = inhibition above about 45%, passing the limit was not always enough
# Target sequence (P61088 whole entry, looked up): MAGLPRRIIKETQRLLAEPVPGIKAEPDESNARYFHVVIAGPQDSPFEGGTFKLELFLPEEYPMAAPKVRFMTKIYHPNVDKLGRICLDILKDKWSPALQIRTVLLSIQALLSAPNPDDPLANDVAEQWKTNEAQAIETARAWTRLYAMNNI
# * = called active by the depositor.
SMILES,SENP7 block,SENP8 block-1,A3G deaminase,SENP8 block-2,SENP1 FRET inh,SENP6 inh,Apaf1 inhib,UBC13 inh
CC1CCCCC1NC(=S)Nc1ccc(SC(F)F)cc1 (stereo unspecified),11.4,17.0,-5.5,-7.0,1.5,0.8,13.8,12.3
CC(Sc1nnc(-c2ccco2)n1N)C(=O)NC1CCCCC1C (stereo unspecified),-2.8,4.6,-5.7,3.1,0.3,-5.0,-6.1,5.2
CC(=C/c1ccccc1)/C=N/NC(=O)c1nnn(-c2nonc2N)c1CN1CCC(C)CC1,-4.3,1.6,-4.0,-2.1,0.0,-21.1,21.3,-4.7
COc1ccc(CNC(=O)CCNS(=O)(=O)c2ccc(C)cc2)cc1,4.8,19.6,1.0,-3.4,-0.7,-12.0,10.0,9.9
COc1ccc(-c2nnc(SCC(=O)c3ccc[nH]3)n2-c2ccccc2)cc1,1.5,3.8,-9.8,-0.3,-8.2,0.0,2.6,17.9
CCN(CCNC(=O)C1CCN(Cc2nc(-c3ccc(Cl)cc3)oc2C)CC1)c1ccccc1,0.1,17.6,-10.8,-11.9,1.6,-7.8,19.5,23.8
CCOc1ccc(-c2cc(CCCC(=O)NCCCOC)no2)cc1,-12.7,19.3,-1.5,-9.7,1.8,14.4,10.0,-3.0
COc1ccc(NC(=S)N(CCc2c(C)[nH]c3ccc(C)cc23)Cc2cccnc2)cc1,8.2,12.0,-9.4,0.3,1.6,-28.2,10.3,18.1
Cc1ccccc1NC(=O)Cc1nc(COC(=O)CCNS(=O)(=O)c2ccccc2)cs1,5.9,-12.5,-5.5,0.0,-16.1,-8.2,5.1,-6.0
CC(CCCC(C)(C)O)NC(=O)c1cc(COc2ccc3ncccc3c2)on1 (stereo unspecified),-10.0,12.1,-11.8,-1.3,0.5,-15.1,-14.0,6.5
O=C(Nc1ccc([N+](=O)[O-])cc1Br)c1cc2ccccc2nc1Cl,8.7,27.6,-7.5,3.0,1.1,-6.9,-20.6,5.8
COC(=O)[C@]1(Cc2ccccc2)N[C@H](CN(C)C(=O)Nc2ccc(C(F)(F)F)cc2)[C@@H]2C(=O)N(Cc3ccccc3)C(=O)[C@@H]21,-4.8,18.1,-7.3,8.9,2.3,-13.8,13.4,10.7
COc1cc(OC)cc(C(=O)Nc2ccccc2NC(C)=O)c1,-4.2,20.9,-3.3,-9.3,1.7,-6.2,6.7,-12.1
COc1ccc(CNC(=O)C2C3C=CC4(CN(Cc5cccnc5)C(=O)C24)O3)cc1 (stereo unspecified),-6.2,14.2,-2.6,-11.8,1.8,-7.9,-1.8,-1.4
Cc1sc(NC(=O)CN2CCCC2)nc1-c1ccc2c(c1)CCN2C(=O)c1cccc(F)c1,-4.8,5.2,-14.9,9.7,0.1,8.3,12.3,9.1
CC(C)CN1CCNC(=O)C1CC(=O)NCCCN1CCCc2ccccc21 (stereo unspecified),-0.7,-15.5,-6.0,-2.8,-41.3,-0.4,-5.1,-4.1
COc1ccc(O)c(C(=O)c2cnc3c(c2)c(-c2ccc(F)cc2)c(C#N)c(=O)n3C)c1,-0.8,-27.0,-3.0,10.5,-4.9,3.3,20.7,-13.8
Cc1cc(C)n(CC(=O)NNC(=O)CCNC(=O)c2ccccc2Cl)n1,-10.4,-2.5,-8.7,-2.9,0.9,-13.0,-8.7,2.2
O=C(c1ccco1)N1CCN(C2CC(=O)N(c3ccccc3)C2=O)CC1 (stereo unspecified),-8.4,24.7,-7.8,-6.0,-0.8,-5.8,0.0,-2.1
Cc1ccc(NC(=O)CN(CCc2ccccc2)S(C)(=O)=O)cc1,-10.3,24.7,-3.4,-7.3,0.1,-11.4,7.0,-0.9
COCCNC(=S)NNc1cccc(C(=O)O)c1,-3.4,17.7,-2.4,-7.7,-2.9,-21.2,-24.3,16.1
O=C(CNC(=O)c1ccc2ccccc2c1)NCc1ccc(F)cc1,1.5,1.2,-7.3,3.5,0.5,-7.8,6.6,-5.5
O=C(/C=C/c1ccccc1[N+](=O)[O-])N1CCCCC1,5.0,15.8,-4.9,8.8,1.1,5.0,-5.4,-1.5
Cc1ccc2nc(SCC(=O)NC3CC3)[nH]c2c1,-2.1,7.1,-5.8,-2.4,1.4,0.7,4.0,-0.8
O=C(CNC(=O)c1cccc(Br)c1)N/N=C/c1cc(Br)cc(Br)c1O,-0.1,-298.9,-1.1,-5.0,-23.7,13.4,15.6,-37.1
COc1ccccc1CNC(=O)CN(c1ccc(C)cc1)S(=O)(=O)c1c(C)noc1C,-3.1,18.4,5.0,2.4,-0.4,-1.0,12.7,1.2
Cc1cc(C)cc(NC(=O)CSc2nnc(Cn3c(=O)sc4ccccc43)n2C)c1,0.4,14.5,-3.1,-3.0,2.8,-10.9,0.7,-0.9
CCOC(=O)N1CCN(C(=O)c2c[nH]c3ccc(S(=O)(=O)N(C)c4ccc(F)cc4)cc3c2=O)CC1,0.3,-329.9,-7.6,-5.5,-3.1,4.9,0.1,5.0
COc1ccc(N2CCN(c3cc(C)c4ccccc4n3)CC2)cc1,-6.0,-185.7,-4.0,-9.9,1.3,-12.9,10.6,4.2
O=C(Nc1ccccc1N1CCCCC1)c1ccc(-c2cc(Cl)ccc2Cl)o1,3.6,-6.0,-6.4,-6.3,0.1,4.1,-15.9,34.6
O=C(NC(=S)NCc1ccncc1)c1ccccc1,-2.8,3.9,0.3,0.8,2.1,-10.3,3.8,-1.4
COc1cc(C(=O)Nc2ncccc2C)ccc1OCC(=O)N1CCOCC1,-8.2,20.4,-7.0,-4.9,1.6,-14.0,3.9,-2.0
CC(C)COc1cccc(C(=O)NNC(=O)C2COc3ccccc3O2)c1 (stereo unspecified),-6.7,-3.8,0.1,3.1,2.6,-1.6,12.2,-12.9
COc1cc(C(=O)OCC(=O)NC(=O)c2cccn2C)ccc1OC(F)F,-8.6,-16.1,-3.7,-7.9,-13.4,-13.6,-5.4,-12.5
CCc1noc(C)c1C(=O)NC1CC(C)(C)Cc2c1cnn2-c1ccccc1 (stereo unspecified),12.4,6.6,-9.2,-5.6,2.7,-14.5,-10.2,-8.5
Cc1cc(N=Nc2c(O)c3ccccc3[nH]c2=O)ccc1N=Nc1ccc(C(=O)N(C)C)cc1,3.0,20.4,-3.6,7.2,-1.9,9.1,14.0,-33.9
COc1cc(NC(=O)C(F)(F)F)cc(OC)c1,5.9,17.0,2.2,0.4,0.9,-2.2,-3.1,4.4
O=C(NC1CCCCCCC1)c1ccc(CNc2c(N3CCOCC3)c(=O)c2=O)cc1,5.9,14.2,4.7,-5.4,-1.1,0.7,10.9,-1.9
CC(NC(=O)Nc1ccc([N+](=O)[O-])cc1)C(c1cccs1)N1CCCC1 (stereo unspecified),3.1,19.7,-5.2,-0.1,-3.4,1.4,1.9,-12.4
C[N+]1(CCOC(=O)C2(c3ccccc3)CCCC2)CCCCC1,1.6,5.1,23.4,1.7,0.6,2.7,-2.2,-4.6
CCN(CC)c1ccc(NC(=O)CN2C(=O)CC(C)(C)S(=O)(=O)c3ccccc32)c(C)c1,-0.7,1.6,-3.9,-0.2,0.6,-4.5,0.4,-3.4
Cc1cc(C)cc(C(=O)NCC(=O)OCC(=O)NC2CCCc3ccccc32)c1 (stereo unspecified),16.8,9.9,0.2,-4.7,-0.5,9.0,12.1,8.5
CN1CCN(C2=C(Cl)C(=O)N(Cc3ccccc3)C2=O)CC1,-6.4,20.7,-1.7,-5.5,15.8,-1.3,-0.2,-5.6
COc1ccc(C(=O)N2CCSC2=S)cc1OC,0.7,7.5,-2.2,-8.6,1.3,-2.6,15.0,4.0
Cc1[nH]c2ccc(C(=O)OC(C)C(=O)NC3CCCCC3C)cc2c1C (stereo unspecified),3.9,-65.8,1.1,1.3,-0.5,-15.0,1.7,6.8
CCCCCCCN=C(C)c1ccccc1O,5.5,-4.1,0.1,8.4,-0.3,8.1,-9.2,-2.8
CCCc1c(C(=O)N/N=C/c2c(OC)ccc3ccccc23)nnn1-c1nonc1N,-13.2,-75.7,-5.5,-12.3,-4.1,-4.7,9.2,-15.8
Cc1ccc(CNC(=O)Nc2ccccc2)cc1,-6.1,16.1,0.3,-16.5,1.1,9.1,12.6,-0.7
O=C(c1ccc(CS(=O)c2cccc(Cl)c2)o1)N1CCOCC1 (stereo unspecified),1.4,4.7,-8.0,0.2,1.2,0.6,-9.2,4.4
CC(C)(C)c1ccc(C2=NC(=O)C(CC(=O)O)S2)cc1 (stereo unspecified),12.0,-355.4,-0.9,-4.7,-12.2,-9.0,-9.8,-14.1
CCN1CCN(C(=S)Nc2cc(C(=O)OC)ccc2C(=O)OC)CC1,-4.0,-464.8,-7.3,-6.4,-20.0,-35.2,-7.0,-5.0
Cn1ncc(C(=O)Nc2ccc(OC(F)(F)F)cc2)c1-n1cccc1,-3.9,19.3,-5.8,-6.7,-0.9,-1.5,9.9,8.6
COc1cc(NC(=O)COC(=O)CC(NC(C)=O)c2ccccc2)cc(OC)c1 (stereo unspecified),0.6,2.6,-10.4,4.5,0.6,15.8,-3.0,5.2
CC(=O)c1cccc(S(=O)(=O)NCCC(=O)Nc2ccc(S(N)(=O)=O)cc2)c1,10.5,7.0,2.4,5.2,0.5,-5.0,-3.7,3.9
COc1cccc(N2CN(C3CCCCC3)CNC2=S)c1,-8.4,26.8,-10.7,-9.8,0.7,-9.7,-12.6,2.2
O=c1cc(N2CCCCC2)[nH]c(=O)n1C1CCCCC1,17.7,7.0,-5.7,-8.5,-1.6,-16.6,1.5,-2.5
Cc1ccc(-c2csc3ncn(Cc4ccc(C(=O)O)cc4)c(=O)c23)cc1C,10.1,-2.1,6.7,0.9,0.0,-0.8,6.8,-14.3

# Structures shown so far that contain an NH in an aromatic ring (7):
SMILES,SENP7 block,SENP8 block-1,A3G deaminase,SENP8 block-2,SENP1 FRET inh,SENP6 inh,Apaf1 inhib,UBC13 inh
COc1ccc(-c2nnc(SCC(=O)c3ccc[nH]3)n2-c2ccccc2)cc1,1.5,3.8,-9.8,-0.3,-8.2,0.0,2.6,17.9
COc1ccc(NC(=S)N(CCc2c(C)[nH]c3ccc(C)cc23)Cc2cccnc2)cc1,8.2,12.0,-9.4,0.3,1.6,-28.2,10.3,18.1
Cc1ccc2nc(SCC(=O)NC3CC3)[nH]c2c1,-2.1,7.1,-5.8,-2.4,1.4,0.7,4.0,-0.8
CCOC(=O)N1CCN(C(=O)c2c[nH]c3ccc(S(=O)(=O)N(C)c4ccc(F)cc4)cc3c2=O)CC1,0.3,-329.9,-7.6,-5.5,-3.1,4.9,0.1,5.0
Cc1cc(N=Nc2c(O)c3ccccc3[nH]c2=O)ccc1N=Nc1ccc(C(=O)N(C)C)cc1,3.0,20.4,-3.6,7.2,-1.9,9.1,14.0,-33.9
Cc1[nH]c2ccc(C(=O)OC(C)C(=O)NC3CCCCC3C)cc2c1C (stereo unspecified),3.9,-65.8,1.1,1.3,-0.5,-15.0,1.7,6.8
O=c1cc(N2CCCCC2)[nH]c(=O)n1C1CCCCC1,17.7,7.0,-5.7,-8.5,-1.6,-16.6,1.5,-2.5
